B2AR arrestin = agonists driving beta-arrestin recruitment to human beta2-adrenergic receptor. beta-arrestin recruitment to beta2AR, cell-based reporter. Potency, µM (top dose mostly 46.1 µM), for the others: at the top dose activation, actives largely listed as activators. 330,000 tested, 0.02% active. AID 492947;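 further: potency means the concentration at half of the fitted maximal effect; 0% = DMSO controls and full agonism = EC100 isoproterenol or metaproterenol; nearly all actives have a fitted effect of over 65% in size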
BRCA1 expr up = increases BRCA1 expression. AID 624202. 380,000 tested, 1.1% active. MCF7-BRCA1-FFLuc reporter, luminescence, 48 h; response scale: scaled: vehicle 0%, 10 µM genistein 100%. Potency, µM (highest dose often 46.1 µM), for inactives: at the highest dose activation, most hits filed as activators; further: potency means the concentration at half of the fitted maximal effect; nearly all actives have a fitted effect of over 80% in size; some results filed as inactive show a strong effect at the top dose
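Luminescence from a BRCA1-driven firefly luciferase in MCF7 cells was the read-out, taken 15 min after substrate addition following 48 h compound exposure at 37 °C. Data were normalized to a 10 microM genistein control and DMSO vehicle.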
Eya2 phos inh = Eya2 (human) phosphatase inhibition | O00167 | recombinant Eya2, OMFP fluorescence dephosphorylation (OMFP is methylfluorescein phosphate) | Potency, µM (series often up to 76.9 µM), without a hit: top-dose activity, negative = inhibition, most hits filed as inhibitors | 330,000 tested, 0.006% active; further: potency means the concentration at half of the fitted maximal effect; on the % scale 0 is the no-effect control and ±100 the full control effect
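Eya2 protein (added as 0.2 uM solution) was preincubated with compound for 10 min at ambient temperature in 50 mM HEPES pH 7.5, 50 mM NaCl, 5 uM MgCl2, 0.05% BSA, 1 mM DTT. OMFP (added at 50 uM) then reacted 10 min; fluorescence read at 485/525 nm.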
USP2a inh = USP2a (human) protease inhibition. USP2 core, Ub-CHOP2 coupled fluorogenic reporter, 485/531. Potency, µM (doses to about 38.3 µM), without a hit: at the highest dose activity change, negative = inhibition, hits mostly inhibitors. 330,000 tested, 0.01% active;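 further: potency means the concentration at half of the fitted maximal effect; plate controls were DMSO wells for no effect and full inhibition by NEM control for full effect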
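USP2 core (10nM final) preincubated 30min RT with compound in 20mM Tris-HCl pH 8.0, 2mM CaCl2, 2mM beta-mercaptoethanol, 0.05% CHAPS; 25nM Ub-CHOP2 plus 25nM reporter substrate added, fluorescence (Ex485/Em531) read after 60min.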
TRPV1 agonist = agonists of human vanilloid receptor 1 (TRPV1); Q8NER1; TRPV1-expressing cells, Fluo-8 calcium influx, agonist mode; activation, % at 8.33 µM; 320,000 tested, 0.19% active; AID 540275; in the data active means activation above about 80%; inconclusive means between about 30% and that limit; further: 0% is about no effect
Target sequence (Q8NER1 whole entry, looked up): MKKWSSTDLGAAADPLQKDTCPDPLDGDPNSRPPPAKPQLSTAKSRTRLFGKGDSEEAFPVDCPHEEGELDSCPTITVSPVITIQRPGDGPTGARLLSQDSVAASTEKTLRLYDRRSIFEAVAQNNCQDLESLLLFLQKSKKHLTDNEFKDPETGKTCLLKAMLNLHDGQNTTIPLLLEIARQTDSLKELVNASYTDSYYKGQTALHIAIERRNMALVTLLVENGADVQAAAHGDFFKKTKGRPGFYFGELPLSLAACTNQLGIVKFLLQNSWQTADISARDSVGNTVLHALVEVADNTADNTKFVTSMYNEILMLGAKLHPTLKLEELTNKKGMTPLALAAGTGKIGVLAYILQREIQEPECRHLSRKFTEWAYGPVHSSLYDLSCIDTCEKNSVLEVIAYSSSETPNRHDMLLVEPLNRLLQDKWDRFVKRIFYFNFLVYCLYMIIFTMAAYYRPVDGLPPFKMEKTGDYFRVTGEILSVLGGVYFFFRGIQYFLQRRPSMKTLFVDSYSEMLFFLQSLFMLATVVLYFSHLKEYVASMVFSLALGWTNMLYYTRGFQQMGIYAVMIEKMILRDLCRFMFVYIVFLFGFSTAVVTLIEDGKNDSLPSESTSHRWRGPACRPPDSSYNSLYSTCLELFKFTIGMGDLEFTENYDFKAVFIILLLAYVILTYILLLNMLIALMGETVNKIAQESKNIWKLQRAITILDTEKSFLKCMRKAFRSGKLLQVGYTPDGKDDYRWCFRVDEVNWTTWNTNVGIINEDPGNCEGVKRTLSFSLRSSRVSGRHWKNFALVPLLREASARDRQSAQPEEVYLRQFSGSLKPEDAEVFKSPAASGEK
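Cells expressing TRPV1 were dye-loaded with Fluo-8 and read kinetically: 10 s baseline, 3 min after compound (agonist portion), then 2 min after EC20 capsaicin (allosteric enhancer portion). Calcium-bound dye fluorescence at 480/520 nm.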
a7 integrin act = activators of alpha7 integrin expression for muscular dystrophy; 350,000 tested, 0.064% active; alpha7betagal myoblasts, beta-gal FDG fluorescence, 48 h; Potency, µM (series often up to 38.3 µM), for inactives: at the highest dose activation, hits mostly activators;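 further: potency means the concentration at half of the fitted maximal effect; 100% = response of the positive control SU9516; nearly all actives have a fitted effect of over 60% in size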
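Alpha7betagal+/- myoblasts (passage 13) were plated 16-24 hr, then exposed to compounds (1:260 dilution of DMSO stock) for 48 hours at 37C. After MPER lysis, β-galactosidase reporter activity was read as FDG fluorescence (ex 480/em 540) after 30 minutes.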
ELG1 genotoxic = induces genotoxicity in HEK293T cells with luciferase-tagged ELG1. AID 504466. 330,000 tested, 1.3% active. Potency, µM (series often up to 46 µM), for inactives: top-dose activity change, positive = activation, usual class: activators. HEK293T ELG1-luciferase reporter, luminescence, 16 h; further: potency means the concentration at half of the fitted maximal effect; % of control where 0% means no effect; nearly all actives have a fitted effect of over 60% in size
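After overnight (16 hr) compound treatment at 37 °C, ELG1-luciferase HEK293T cells were lysed with ONE-Glo; luminescence quantified 30 min later at room temperature.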
PTAP TSG101 blk = blocks PTAP/TSG101 interaction to inhibit HIV-1 budding; Fluorescence polarization, FITC-PTAP peptide / Tsg101 binding; Q99816; 340,000 tested, under 10 active; Potency, µM (doses to about 115 µM), inactives show at the top dose activity change, negative = inhibition, actives largely listed as inhibitors; AID 493005; active means well fitted inhibition curve with a large enough effect in the main read-out, with a control signal flat, not every such curve was filed as active; inconclusive means small, poorly fitted or top-dose-only effect, or effect the other way, or a change in a side signal; inactive means no such curve, though single readings can be large or run the other way; further: potency means the concentration at half of the fitted maximal effect; % of control where 0% means no effect
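Fluorescence anisotropy tracks displacement of a FITC-tagged PTAP peptide (50 nM) from the Tsg101 binding domain (10 uM), following a 20 min room-temperature incubation at pH 7.5.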
S-ASM inh = inhibitors of human secretory acid sphingomyelinase. P17405. placental ASM, HMU-PC fluorogenic substrate, 60 min. Potency, µM (top dose mostly 57.5 µM), for inactives: at the highest dose activity change, negative = inhibition, hits mostly inhibitors. 340,000 tested, 0.006% active. AID 504937; further: potency means the concentration at half of the fitted maximal effect
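qHTS format. ASM enzyme prepared from human placenta hydrolyses the fluorogenic substrate HMU-PC0 (9 uM final) over 60 min at 37 °C after a 10 min compound preincubation.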
p53 reactivator = mutant p53 re-activation in reporter cells; H1299 p53-A138V BP100-luciferase reporter, luminescence, 24 h; Potency, µM (top dose mostly 92.2 µM), without a hit: top-dose activity change, positive = activation, usual class: activators; 320,000 tested, 0.063% active; AID 504706; further: potency means the concentration at half of the fitted maximal effect; % of control where 0% means no effect; nearly all actives have a fitted effect of over 45% in size
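p53-null H1299 cells stably carrying temperature-sensitive p53-A138V and a BP100-luciferase reporter were pinned with compounds (4-point, 1:5 series) and held 24 hrs at 37 deg C. Luminescence was read 10 min after detection reagent.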
uPA generation = inhibitors of cell surface uPA generation; cell surface uPA generation assay, qHTS; Potency, µM (titrated, usually from 38.3 µM), inactives show top-dose activity change, negative = inhibition, hits mostly inhibitors; 330,000 tested, 0.31% active; AID 540303; active means well fitted inhibition curve with a large enough effect; inconclusive means small, poorly fitted or top-dose-only effect; inactive means no such curve, though single readings can be large or run the other way; tested in mouse RAW 264.7 cells; further: potency means the concentration at half of the fitted maximal effect; on the % scale 0 is the no-effect control and ±100 the full control effect; nearly all actives have a fitted effect of over 55% in size
An asterisk follows results filed as active; ? = inconclusive; . = no result given; [ ] = remark or other dose. Unless noted, the call rests on the fitted dose curve; in most records, active means well fitted curve in the direction sought with a large enough effect; inconclusive means small, poorly fitted or top-dose-only effect, or another doubt; inactive means no such curve, though single readings can be large; an effect the other way counts as inactive or inconclusive.

SMILES	B2AR arrestin	BRCA1 expr up	Eya2 phos inh	USP2a inh	TRPV1 agonist	a7 integrin act	ELG1 genotoxic	PTAP TSG101 blk	S-ASM inh	p53 reactivator	uPA generation
O=C(NN1CCOCC1)c1ccc(Br)s1	-0.2%	14.6%	9.6%	0.0%	-4.4	10.3%	-5.3%	0.9%	0.1%	-0.5%	-0.4%
COc1ccc(C(=O)N/N=C\c2coc3ccccc3c2=O)cc1	4.9%	8.6%	11.2%	-1.9%	-0.4	12.8%	-6.7%	-0.7%	-1.4%	-0.4%	-9.3%
COCCNC(=O)CN1N=C(c2ccc(OC)cc2)CCC1=O	-0.1%	-11.2%	10.0%	2.4%	1.2	0.0%	-1.6%	-1.9%	-0.8%	1.0%	2.1%
O=C(Nc1ccc(Cc2ccncc2)cc1)c1cccs1	-0.1%	?	3.5%	0.0%	25.6	0.0%	2.1%	5.8%	2.9%	10.5%	4.9%
NC(=O)NC(=O)COC(=O)c1ccc(OC(F)(F)F)cc1	0.0%	12.6%	-5.1%	11.1%	2.1	23.4%	1.4%	-8.4%	-4.0%	3.7%	2.2%
CCCCn1c(N)c(N(CCOC)C(=O)c2cccc(S(=O)(=O)N3CCCCC3)c2)c(=O)[nH]c1=O	-0.2%	12.0%	6.5%	0.3%	1.1	9.6%	1.3%	-7.6%	102.6%[activator]	9.3%	2.3%
C[C@H](CO)N1C[C@H](C)[C@@H](CN(C)Cc2ccc3c(c2)OCO3)Oc2ccc(NS(C)(=O)=O)cc2C1=O	0.3%	2.5%	0.9%	1.9%	.	5.0%	-0.2%	0.4%	6.8%	0.5%	-9.1%
COc1ccc(CC(=O)Oc2cc(C)ccc2C)cc1	-0.2%	-0.5%	-9.1%	-0.7%	17.3	9.2%	-0.3%	0.4%	-1.5%	1.0%	0.8%
Cc1sc2nc(SCCO)n(-c3ccccc3)c(=O)c2c1C	-0.6%	-4.7%	-42.0%	2.9%	16.7	?	6.1%	-7.2%	-1.0%	-4.6%	2.9%
CC(C)C(NC(=O)c1ccccc1F)C(=O)NCc1ccccc1 (stereo unspecified)	-0.1%	5.1%	6.0%	-0.3%	-0.7	-6.0%	2.0%	1.5%	-3.3%	-1.4%	.
CC(Oc1ccc2c(-c3ccccc3)cc(=O)oc2c1)C(=O)NCC(O)c1ccccc1 (stereo unspecified)	-0.4%	1.4%	0.3%	3.6%	1.7	0.2%	0.0%	-4.8%	-2.3%	.	6.4%
Cc1ccc(NC(=O)CSc2nnc(-c3cc(C)[nH]n3)n2N)c(C)c1	-0.1%	13.6%	-3.1%	0.1%	-21.5	27.2%	4.5%	0.2%	-1.1%	0.6%	4.4%
CCCCCCNC(=O)c1cc(S(=O)(=O)N2CCc3ccccc32)ccc1F	-0.1%	-0.8%	6.0%	1.5%	9.6	-2.1%	0.4%	-4.2%	-0.9%	-4.3%	-2.1%
COc1ccccc1NC(=O)CN(C)S(=O)(=O)c1cccc2cccnc12	-1.4%	-1.1%	-1.4%	5.6%	1.9	-3.3%	-6.4%	-5.3%	1.3%	1.7%	12.9%
CCOc1ccccc1CNC(=O)CCc1cn(C)c2ccccc12	-0.4%	-34.6%	-9.4%	-1.6%	-2.0	-16.7%	-2.9%	-1.4%	-4.2%	0.3%	-3.8%
CCN(CCCNC(=O)c1c(C)cc(=O)oc1C)c1cccc(C)c1	0.0%	3.9%	-25.0%	-5.1%	?	3.4%[7.66 µM]	-2.0%	-2.8%	0.5%	0.2%	.
CCOC(=O)Cn1c(C(C)=O)nc2ccccc21	-0.1%	-6.6%	-0.8%	0.6%	-0.7	9.3%	1.4%	-0.4%	2.3%	-5.4%	-1.2%
O=C(CCN1C(=O)C2CCCCC2C1=O)Nc1cc([N+](=O)[O-])ccc1Cl (stereo unspecified)	0.0%	3.0%	8.0%	-0.2%	0.5	-37.6%	0.0%	-0.7%	1.1%	2.9%	21.7%
Cc1ccc(NC(=S)N(CCN(C)C)Cc2cccs2)cc1C	-0.1%	-9.0%	4.4%	0.8%	8.2	14.0%	-0.3%	1.8%	0.0%	3.7%	-1.8%
COc1ccccc1C(=O)OCC(=O)NC(=O)NCc1ccccc1	-0.3%	12.8%	-15.3%	0.8%	0.6	1.3%	-2.1%	-0.1%	-3.0%	0.8%	5.6%
Cc1c(-c2ccco2)[n+](=O)c2c(n1[O-])CCCCC2	0.1%	7.9%	10.7%[15.4 µM]	1.8%	-2.9	16.1%	3.6%	-5.3%	0.5%	-1.2%	2.6%
Cc1cc(=O)oc2cc(NC(=O)CCC(=O)O)ccc12	-0.8%	-9.7%	11.1%	-0.9%	.	-6.6%	0.3%	-6.8%	117.1%[activator]	2.2%	.
CC(C)C[C@H](NC(=O)C1CCN(S(=O)(=O)c2ccccc2)CC1)C(=O)NCc1ccncc1	0.3%	6.7%	9.7%	5.0%	2.7	0.0%	-3.2%	-6.4%	4.8%	2.6%	3.4%
COc1ccc(S(=O)(=O)N2N=C(C)Oc3ccccc3C2=O)cc1	0.1%	-43.0%	19.2%	3.1%	-2.2	-13.1%	3.4%	-3.3%	1.9%	4.9%	-14.4%
O=C(Cn1nnc(-c2cccs2)n1)N1c2ccccc2Sc2ccc(C(F)(F)F)cc21	.	-28.0%	.	.	.	25.7%	.	0.0%	-2.2%	.	3.3%
O=C(Cc1c(F)cccc1Cl)NNC(=O)c1cccs1	0.0%	-1.3%	-4.0%	-2.3%	.	0.0%	3.2%	0.8%	-1.6%	-0.9%	?
Cc1ccc(C(=O)Nc2ccc(Cl)cc2C)c(Cl)c1	0.0%	3.16µM*	2.2%	-0.9%	10.2	3.9%	2.91µM*	1.4%	1.8%	4.1%	?
Cc1cnn(-c2ccc3nnc(-c4ccc(Cl)cc4)n3n2)c1	-1.3%	-5.1%	-1.8%	4.0%	-0.4	14.1%	0.9%	-5.6%	-3.3%	-14.0%	-2.3%
COc1ccc(CNC(=O)CN2CCC(NC(=O)c3ccccc3C)CC2)cc1	-0.4%	65.8%	14.1%	0.4%	0.5	14.0%	-3.1%	-2.6%	-0.9%	1.7%	-4.9%
C[C@H]1COC2=C1C(=O)C(=O)c1c2ccc2c1CCCC2(C)C	0.4%	-61.9%	-6.0%	2.3%	9.2	-32.7%	12.9%	-0.3%	-0.3%	15.3%	-21.1%
O=C(Nc1ccc(N2CCCC2=O)cc1)c1cccc(F)c1	0.2%	?	-0.9%	-0.6%	-5.3	32.6%	2.91µM*	0.8%	1.4%	?	-3.8%
COc1ccc(C2Nc3ccccc3C(=O)N2NC(=O)c2ccccc2)cc1OC (stereo unspecified)	0.1%	37.0%	16.3%	4.9%	3.6	-16.9%	19.4%	-2.3%	60.8%[activator]	2.6%	1.3%
COc1ccc(OC)c(C(=O)COC(=O)c2cccnc2SC)c1	-0.4%	9.5%	5.3%	0.9%	3.0	5.1%	0.4%	-2.1%	-4.4%	1.3%	0.1%
Cc1ccc(NC(=O)C2CC2C)c(Cl)c1 (stereo unspecified)	0.4%	69.0%	12.0%	2.5%	7.9	-6.4%	10.4%	-3.7%	-3.9%	4.4%	-12.4%
COc1ccc(C(=O)O)cc1NCc1cccnc1	-3.3%	-10.9%	-4.1%	-0.8%	-7.0	24.4%	-0.2%	0.9%	-0.5%	.	3.1%
CCCc1cc(C(=O)Nc2ccc(C#N)cc2)no1	-1.1%	14.0%	-2.4%	3.2%	?	-6.5%	8.4%	-1.8%	0.5%	14.1%	-0.8%
c1cc(N2CCCCC2)nc(N2CCCCC2)n1	.	13.4%	.	.	.	-4.3%	.	-3.5%	0.6%	.	-2.1%
COc1ccccc1C1CCN(Cc2ccc(Cl)c(Cl)c2)CC1	-0.7%	-11.8%	1.8%	-0.2%	-0.8	0.0%	-4.9%	0.1%	2.0%	6.9%	-4.6%
Cc1ccc(-n2nnc3c(=O)n(Cc4cccc(C)c4)cnc32)cc1	0.4%	-17.0%	?	0.9%	?	21.4%	12.1%	-3.6%	-11.7%	7.1%	7.4%
COc1cccc(NC(=O)CSc2nnc(CNC(=O)c3ccccc3)n2C)c1	.	-25.9%	.	.	0.0	6.4%[7.66 µM]	.	-2.7%	0.0%	.	.
CCN1C(=O)[C@H]2[C@@H](c3ccc(-c4ccc(F)cc4)c(OC)c3)N[C@@](Cc3ccccc3)(C(=O)OC)[C@H]2C1=O	5.5%	-30.4%	13.7%	3.9%	.	0.6%	-5.5%	-0.8%	-3.4%	2.0%	13.3%

Screening data (PubChem BioAssay)
